ER stress death: protection against thapsigargin ER stress killing – CSM14.1 cells, ATP luminescence, primary screen. CSM14.1 thapsigargin ER stress survival. relative survival (cellular ATP), % at 15 µg/mL (by protocol). hit rate 0.33% among 48,000. AID 1010, 2008;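 active = survival measured by cellular ATP above 50% at 15 µg/ml in the first screen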;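 also: cell death triggered by about 15 µM thapsigargin; ATP read 24 h after thapsigargin was added; plate controls were thapsigargin with DMSO for no effect and DMSO without thapsigargin for full effect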
The depositor's hits bear a star.

Structure	ER stress death
O=C(NC1CCCCC1)c1ccc(Cl)c(Cl)c1	5
O=C(NC(=S)Nc1ccccc1)c1cccnc1	6
Cc1nnc(SCC(=O)Nc2ccccc2[N+](=O)[O-])[nH]c1=O	-1
O=C(O)C(Sc1nc2ccccc2s1)c1ccccc1 (stereo unspecified)	3
COc1ccc(OC)c(NC(=O)c2ccccc2F)c1	-9
COc1ccc(C)cc1NC(=O)C(C)Oc1ccc(Cl)cc1Cl (stereo unspecified)	-1
CC(=O)Nc1ccccc1C(=O)N1CCN(c2cccc(Cl)c2)CC1	2
CCCCOC(=O)c1cccc(NC(=O)c2ccc(Cl)cc2)c1	10

Continuation.
Structure	ER stress death
CC(=O)c1cccc(NC(=O)CN2CCOCC2)c1	5
COc1ccc(/C(C)=N/N=C(\C)c2ccc(OC)cc2OC)c(OC)c1	11
O=C(CC1SC(=Nc2ccccc2)N(c2ccccc2)C1=O)Nc1cccc(C(=O)O)c1 (stereo unspecified)	9
CC(=O)n1nc(C)c2c(-c3ccccc3)c3cc(Br)ccc3nc21	10
O=C(NCCc1ccccc1)C(=O)Nc1ccc([N+](=O)[O-])cc1	0
CCOC(=O)c1ccc(NC(=O)/C(=C\c2cccc([N+](=O)[O-])c2)NC(=O)c2ccccc2)cc1	2
CC(C)COC(=O)c1ccc(NC(=O)COc2ccc(Cl)cc2Cl)cc1	8
CC(=O)c1ccc(NC(=S)NC(=O)/C=C/c2ccccc2)cc1	0

A different layout for some results above.
> O=C(NCCc1ccccc1)C(=O)Nc1ccc([N+](=O)[O-])cc1
- ER stress death: 0

> CCOC(=O)c1ccc(NC(=O)/C(=C\c2cccc([N+](=O)[O-])c2)NC(=O)c2ccccc2)cc1
- ER stress death: 2

> CC(C)COC(=O)c1ccc(NC(=O)COc2ccc(Cl)cc2Cl)cc1
- ER stress death: 8

> CC(=O)c1ccc(NC(=S)NC(=O)/C=C/c2ccccc2)cc1
- ER stress death: 0

Next part.
Structure	ER stress death
COc1ccccc1N(CC(=O)N(C)Cc1ccccc1)S(=O)(=O)c1ccccc1	1
CC(=O)c1ccc(N/C(=N/S(=O)(=O)c2ccccc2)c2ccccc2)cc1	-2
CCN(CC)CCSc1nc(O)c(-c2ccccc2)c(=O)n1-c1ccccc1	8
COc1ccc(C(=O)Nc2cccc(NC(=O)c3ccccc3Br)c2)cc1[N+](=O)[O-]	6
CCOC(=O)/C(C(C)=O)=C(\C=C\N(C)C)N(C)C	-7
CC1CN(S(=O)(=O)c2ccc3c(c2)C(=NO)c2cc(S(=O)(=O)N4CC(C)OC(C)C4)ccc2-3)CC(C)O1 (stereo unspecified)	0
Cc1ccccc1C1C(C=O)=C(c2cccs2)Oc2ccccc21 (stereo unspecified)	10
COC(=O)c1ccc(/C=N/NC(=O)CCc2c(C)n[nH]c2C)cc1	8

(list continues)
Structure	ER stress death
COc1cc(/C=N/NC(=O)CNC(=O)C(c2ccccc2)c2ccccc2)ccc1O	9
C/C(Nc1ccc(C)cc1)=C(/C#N)C(N)=O	1
Nc1nnc(SCC(=O)Nc2nc(-c3ccccc3)cs2)s1	-3
O=C(NCc1cccnc1)c1cnn2c(C(F)(F)F)cc(-c3cccs3)nc12	2
c1coc(CN2CCN(Cc3ccc4c(c3)OCO4)CC2)c1	-12
O=C(/C=C/c1cccc([N+](=O)[O-])c1)Nc1cccc(-c2nc3cc(Cl)ccc3o2)c1	1
CCOC(=O)C1=C(C)N(C)C(=O)NC1c1ccc(Cl)c(Cl)c1 (stereo unspecified)	6
Cc1ccc(N(C(=O)Nc2ccccc2)C2C=CS(=O)(=O)C2)cc1C (stereo unspecified)	6

New compounds follow.
Structure	ER stress death
Cc1ccc(S(=O)(=O)O/N=C2\CCCc3nonc32)cc1	3
O=C(CCN1C(=O)c2ccccc2C1=O)NCC1CCCO1 (stereo unspecified)	0
O=C(COc1ccc(Cl)cc1Cl)Nc1ccc(S(=O)(=O)Nc2ncccn2)cc1	6
O=C(CNC(=O)c1ccc(F)cc1)N=Nc1c(O)n(Cc2ccc3c(c2)OCO3)c2ccccc12	-3
C=CCCCC(=O)Nc1nc2ccc(OCC)cc2s1	0
CC1CCCN(CC(O)COc2ccc(C34CC5CC(CC(C5)C3)C4)cc2)C1 (stereo unspecified)	-7
COc1ccc2[nH]c3ccc([N+](=O)[O-])cc3c(=O)c2c1	5
COc1ccc(/C(N)=N/OC(=O)c2ccc(C)cc2)cc1	0

Later entries.
Structure	ER stress death
O=C1NN(c2ccccc2)C(=O)/C1=C/c1ccc(Br)o1	7
CCOC(=O)C1=C(C)N=c2s/c(=C\c3ccc([N+](=O)[O-])o3)c(=O)n2C1c1ccc(OC)cc1 (stereo unspecified)	4
O=C(NCc1ccco1)c1cc(-c2ccccc2)nc2ccccc12	8
O=[N+]([O-])c1ccc(NN=C2CCCCC2)c([N+](=O)[O-])c1	5
O=c1[nH]c(SCc2ccccc2)nc2sc3c(c12)CCc1ccccc1-3	6
Cc1nc2ccccc2n1S(=O)(=O)c1ccc(F)cc1	3
COc1cccc2cc(-c3nc(-c4cccc(Br)c4)cs3)c(=O)oc12	-4
COc1ccc(OC)c(N(CC(=O)Nc2cc(C)cc(C)c2)S(C)(=O)=O)c1	7

(listing goes on)
Structure	ER stress death
Cc1cc(C)cc(N(CC(=O)NCCSc2nc3ccccc3s2)S(=O)(=O)c2ccccc2)c1	2
O=C(Nc1ccc(S(=O)(=O)Nc2ncccn2)cc1)c1ccco1	-2
O=C(O)CCCCCN1C(=O)C(=O)/C(=C(/O)c2ccc(F)cc2)C1c1ccccc1[N+](=O)[O-] (stereo unspecified)	0
O=C(CSc1ncnc2nc[nH]c12)C12CC3CC(CC(C3)C1)C2	-2
C/C(O)=C(\C#N)P(C)(=O)OCC(C)C (stereo unspecified)	5
CCOC(=O)C1CCN(C2=NC(=O)/C(=C/c3ccc(N(C)C)cc3)S2)CC1	3
Cc1cc2nc(-c3cc(NC(=O)COc4ccc(Cl)cc4Cl)ccc3O)oc2cc1C	1
COc1ccc(NC(=O)CN(c2cccc([N+](=O)[O-])c2)S(=O)(=O)c2ccccc2)cc1OC	3

Going on with the list:
Structure	ER stress death
Cc1ccc2nc(NC(=O)c3ccc4c(c3)OCO4)sc2c1	-3
COc1ccc(Nc2cc(C)nc3c(C)ccc([N+](=O)[O-])c23)cc1	13
COc1ccccc1N1CCN(/N=C/c2cc(Br)ccc2F)CC1	-3
CCCS(=O)(=O)C(=C(Nc1ccccc1)Nc1ccccc1)S(=O)(=O)CCC	10
COc1cc(NC(=O)c2cc3n(n2)C(C(F)(F)F)CC(c2ccccc2)N3)c(OC)cc1Cl (stereo unspecified)	5
C/C(Nc1ccc2c(c1)OCO2)=C(/C#N)C(N)=O	3
CCOC(=O)C1=C(C)N=c2s/c(=C\c3ccco3)c(=O)n2C1c1ccccc1OC (stereo unspecified)	9
O=c1oc(-c2cccnc2)nc2ccccc12	0

The list goes on.
Structure	ER stress death
COc1ccc(NC(=O)c2ccc(N(Cc3ccc(Cl)cc3)S(C)(=O)=O)cc2)c(OC)c1	0
Cc1ccc([N+](=O)[O-])cc1-c1[nH]c(-c2cccc(O)c2)nc1-c1ccccc1	-9
COc1cc(/C=C2\C(=O)N(c3ccccc3)N=C2C)c([N+](=O)[O-])cc1OC	-4
CCNc1nc(NC(C)C)nc(Oc2ccc(C(=O)OC)cc2)n1	-3
Nc1nc(-c2ccccc2)c(I)c(=O)[nH]1	4
CCOC(=O)CNC1=C([N+](=O)[O-])C(=O)CC(C)(C)C1	3
COc1ccccc1CC1CC(=O)N(c2ccc(I)cc2)C1=O (stereo unspecified)	6
Cc1ccc(NC(=O)Nc2cccnc2)cc1	-8

Further structures.
Structure	ER stress death
O=C(Nc1ccc(Oc2ccccc2)cc1)c1cccs1	3
Cc1nc(-c2cccc([N+](=O)[O-])c2)cs1	-1
Cc1ccc(C2C3=C(CC(C)(C)CC3=O)NC3=C2C(=O)CC(C)(C)C3)o1	7
OC(COCc1ccc2c(c1)OCO2)CN1CCC(Cc2ccccc2)CC1 (stereo unspecified)	-2
O=C(/C=C/c1ccc(-c2cccc(C(F)(F)F)c2)o1)c1ccc(F)cc1	-7
O=C(Nc1ccc2c(c1)OCO2)c1nn2c(c1Cl)NC(c1ccc(Br)cc1)CC2C(F)(F)F (stereo unspecified)	8
CN(/N=C/c1cccc(Oc2ccccc2)c1)c1ccccc1	-2
COc1ccc(NC(=O)CCN2C(=O)/C(=C\c3ccc(C)cc3)SC2=S)cc1	51*

Later entries.
Structure	ER stress death
O=C1CS/C(=N\N=C/c2ccc(OCc3c(F)cccc3Cl)cc2)N1	14
Cc1nnc(SCC(=O)Nc2nc3ccccc3s2)s1	1
COc1ccc(C(=O)NC(=S)N2CCCCCC2)cc1	7
COc1ccc(-c2nc(-c3cccnc3)no2)cc1OC	6
Ic1ccc(OCCCn2ccnc2)cc1	-1
O=C(NCC1COc2ccccc2O1)c1ccco1 (stereo unspecified)	9
CC(C)C(NC(=O)/C=C/c1ccc2c(c1)OCO2)C(C)C	8
COCCCNC(=O)Cc1ccccc1[N+](=O)[O-]	1

(listing goes on)
| Structure | ER stress death |
| --- | --- |
| CCOC(=O)c1c(NC(=S)NC(=O)c2ccc(OC)cc2)sc(C)c1C | 9 |
| Cc1noc(NS(=O)(=O)c2ccc(NC(=O)CCCOc3ccc(Cl)cc3Cl)cc2)c1C | 10 |
| Cc1cccc(C(=O)Nc2cc(-c3cccc(C)c3)[nH]n2)c1 | -1 |
| CCc1ccccc1NC(=O)/C(C#N)=C\c1ccc(I)o1 | 1 |
| Cc1ccc(/C=C2\NC(=O)c3ccccc3C2=O)cc1 | -17 |
| O=C(Nc1cccc([N+](=O)[O-])c1)c1cc2ccccc2o1 | 6 |
| CCN(c1ccccc1)S(=O)(=O)c1ccc(F)cc1 | 3 |
| CCN(CC)c1ccc(/C=C2\SC(N3CCCC3)=NC2=O)cc1 | 2 |
| CCOc1cc(/C=C2\SC(=S)N(c3ccccc3)C2=O)cc(Br)c1O | 0 |
| C[n+]1cccc(C(=O)NCCOC(=O)c2ccc(F)cc2)c1 | 13 |

Some of these compounds in order of molar mass, high to low:
| Structure | ER stress death |
| --- | --- |
| Cc1noc(NS(=O)(=O)c2ccc(NC(=O)CCCOc3ccc(Cl)cc3Cl)cc2)c1C | 10 |
| CCOC(=O)c1c(NC(=S)NC(=O)c2ccc(OC)cc2)sc(C)c1C | 9 |
| C[n+]1cccc(C(=O)NCCOC(=O)c2ccc(F)cc2)c1 | 13 |
| O=C(Nc1cccc([N+](=O)[O-])c1)c1cc2ccccc2o1 | 6 |

(cont.)
| Structure | ER stress death |
| --- | --- |
| CC1=NC(=S)C(C#N)C(c2ccccc2)=C1 (stereo unspecified) | 4 |
| O=C(Nc1cccc([N+](=O)[O-])c1)C1COc2ccccc2O1 (stereo unspecified) | 2 |
| Cc1cc(C)n(-c2cc(N3CCOCC3)nc(C)n2)n1 | 21 |
| CCn1nnnc1-c1ccc(OC)c(S(=O)(=O)Nc2ccc(F)cc2)c1 | 2 |
| Cc1ccc(-c2cc(C(=O)Nc3ccc(Br)cc3)c3ccccc3n2)o1 | -4 |
| COc1ccc(OC)c(C2C(C(=O)OCCc3ccccc3)=C(C)NC3=C2C(=O)CC(C)(C)C3)c1 (stereo unspecified) | 6 |
| Cc1ccc(-c2nc3cc(NC(=O)c4ccccc4I)ccc3o2)c(C)c1 | 1 |
| Nc1nncn1C(=O)COc1ccccc1 | 8 |
| Cc1cccc(C(=O)N2N=C(c3ccc(Cl)cc3)CC2(O)C(F)(F)F)c1O (stereo unspecified) | -4 |
| CCCOc1ccc(C(=O)Nc2ccc(C(C)CC)cc2)cc1 (stereo unspecified) | 1 |

(list continues)
| Structure | ER stress death |
| --- | --- |
| O=C(NCc1ccc2c(c1)OCO2)c1cccc(F)c1 | 14 |
| CCOC(=O)c1c(NC(=O)c2ccc([N+](=O)[O-])cc2)sc2c1CCC2 | 7 |
| CCc1ccc(N2NC(=O)CC2=O)cc1 | 5 |
| O=C(Nc1nccs1)c1cc(-c2cccc(Br)c2)nc2ccccc12 | 2 |
| CCc1cccc(CC)c1NC(=O)c1cccc(OC)c1 | -2 |
| COc1cccc(OC)c1C(=O)Nc1ccc2ccccc2c1 | 5 |
| Cc1cc(C)c(NC(=O)C2C3C4CCC(C4)C23)c(C)c1 (stereo unspecified) | 1 |
| NC1=NC(=O)/C(=C/c2ccc(Br)cc2)S1 | 9 |
| Cc1cc(C)nc(SCC(=O)NC(C)(C)C)n1 | -2 |
| Cc1ccc2nsnc2c1NC(=O)c1ccccc1I | -8 |

New compounds follow.
| Structure | ER stress death |
| --- | --- |
| CSc1ccc(S(=O)(=O)N(CC(=O)N2CCN(c3ccccc3)CC2)c2ccc(C)cc2)cc1 | 0 |
| O=C(NCCN1CCOCC1)c1cnn2c(C(F)(F)F)cc(-c3ccco3)nc12 | -2 |
| COc1ccc(C(O)(C(=O)Nc2ccccn2)c2ccc(OC)cc2)cc1 | 3 |
| COc1ccc(/C=C2\C=C(c3ccc(Cl)cc3)OC2=O)cc1OC | 13 |
| Cc1cccc(C(=O)Nc2ccc3c(c2)OCO3)c1 | -3 |
| c1cnn(-c2cc(NC3CCCCC3)ncn2)c1 | 10 |
| O=C(c1ccc2c(c1)OCO2)N1CCN(CCN2C(=O)c3cccc4cccc(c34)C2=O)CC1 | -3 |
| Cc1ccc(NC(=O)C2CC2(c2ccccc2)c2ccccc2)c(C)c1 (stereo unspecified) | 4 |
| CCOC(=O)c1ccc(N2C(=O)c3cccc4c(C(=O)O)ccc(c34)C2=O)cc1 | 9 |
| CC(=O)c1ccc2c(c1)c1ccccc1n2C | -1 |

Next section
| Structure | ER stress death |
| --- | --- |
| CCCOc1cccc(C2Nc3ccccc3NC3=C2C(=O)CC(C)(C)C3)c1 (stereo unspecified) | 2 |
| OC1=c2ccccc2=C(O)C12N=Nc1n[nH]c(=S)n1N2 | -8 |
| Cc1ccc(N(CC(=O)Nc2ccccc2Br)S(=O)(=O)c2ccc(F)cc2)cc1 | 2 |
| O=C(N/N=C/c1cccc(O)c1)c1cc(-c2ccccc2)n[nH]1 | -2 |
| CCOC(=O)C1=C(C)N=c2s/c(=C\c3ccc(N4CCOCC4)o3)c(=O)n2C1c1ccc(F)cc1 (stereo unspecified) | 16 |
| O=C(c1ccc(Cl)cc1Cl)N1CCN(c2nc3ccc([N+](=O)[O-])cc3s2)CC1 | 8 |
| C=CCn1c2ccccc2c2nnc(SCC(=O)O)nc21 | 13 |

An excerpt (hit frequency here may not be typical).
